Assay outcomes deposited in PubChem by The Scripps Research Institute Molecular Screening Center.
TAAR1 agonist = human TAAR1 agonism; CHO RD-HGA16 TAAR1, Fluo-8 calcium fluorescence; vehicle wells 0%, saturating PEA agonist 100%; activation, % at 3 µM; 360,000 compounds, 0.99% hits;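 active = activation above the mean activation of all test compounds in the run plus 3 SD, cut at about 38% in these data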
Target sequence (Q96RJ0 whole entry, looked up): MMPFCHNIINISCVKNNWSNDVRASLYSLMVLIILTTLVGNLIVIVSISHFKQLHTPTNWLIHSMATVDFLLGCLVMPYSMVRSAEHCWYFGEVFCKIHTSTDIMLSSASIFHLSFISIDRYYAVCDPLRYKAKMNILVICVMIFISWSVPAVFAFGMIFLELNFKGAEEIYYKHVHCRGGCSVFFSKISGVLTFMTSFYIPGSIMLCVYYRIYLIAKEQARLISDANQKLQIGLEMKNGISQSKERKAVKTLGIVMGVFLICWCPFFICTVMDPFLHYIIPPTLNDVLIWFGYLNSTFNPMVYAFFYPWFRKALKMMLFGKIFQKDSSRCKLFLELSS
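Test system: RD-HGA16 (CHO) cells co-expressing Gα16 and hTAAR1 | Doses: Single dose, 3 µM | Schedule: 17-24 h seeding, 75 min 37 °C dye, 30 min RT | Evaluation: % activation from peak over basal fluorescence ratio, DMSO-to-PEA scaled | Technique: Kinetic Fluo-8 calcium fluorescence | Benchmarks: Low control DMSO, high control PEA (EC100)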
M1 antag = blocks human M1 muscarinic receptor; AID 588852; inhibition, % at 3 µM; P11229; 360,000 compounds, 1.3% hits; CHO-K1 hM1, Fluo-8 calcium fluorescence, ACh EC80 antagonist;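 active = percent inhibition above its own plate's cutoff, namely the mean of that plate's compound wells plus 3 SD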;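 note: peak over basal fluorescence ratio during 140 s after agonist addition; 0% = ACh EC80 plus DMSO and 100% = DMSO alone without agonist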
Target sequence (P11229 whole entry, looked up): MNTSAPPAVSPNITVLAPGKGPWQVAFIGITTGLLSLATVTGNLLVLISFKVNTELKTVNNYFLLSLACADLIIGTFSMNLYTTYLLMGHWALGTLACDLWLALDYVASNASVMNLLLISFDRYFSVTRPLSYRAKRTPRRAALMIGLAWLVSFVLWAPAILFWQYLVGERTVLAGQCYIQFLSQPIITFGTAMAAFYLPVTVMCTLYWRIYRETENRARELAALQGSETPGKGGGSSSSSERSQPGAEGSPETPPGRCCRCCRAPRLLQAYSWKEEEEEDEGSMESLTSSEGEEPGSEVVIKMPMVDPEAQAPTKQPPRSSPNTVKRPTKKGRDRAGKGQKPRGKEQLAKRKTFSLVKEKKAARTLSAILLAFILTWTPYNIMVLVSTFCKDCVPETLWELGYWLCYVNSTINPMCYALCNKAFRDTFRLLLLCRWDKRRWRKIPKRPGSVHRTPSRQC
TAAR1 antag = human TAAR1 antagonism. CHO RD-HGA16 TAAR1, Fluo-8 calcium fluorescence, antagonist. 360,000 compounds, 1.5% hits. inhibition, % at 3 µM. AID 624466;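 active = inhibition above a per-plate cutoff, the mean inhibition of test compounds on that plate plus 3 SD, cut at about 49% in these data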;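 note: 0% = DMSO plus EC80 beta-PEA response and 100% = DMSO alone without agonist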
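Material: CHO RD-HGA16 cells bearing hTAAR1; compound dosing: one-point dosing, 3 µM nominal final; schedule: dye loading 75 min at 37 °C, then 30 min room temperature; measured by: calcium fluorescence with Fluo-8; control set: vehicle and agonist controls; replication: n of 1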
M1 ag = activates human CHRM1 receptor; P11229; 360,000 compounds, 0.33% hits; CHO-K1 hM1, Fluo-8 calcium fluorescence, agonist mode; 0% DMSO, 100% acetylcholine EC100; activation, % at 3 µM;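 active = activation above the run's mean compound activation plus 3 SD, cut at about 16% in these data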;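 note: peak over basal fluorescence ratio within a 140 s kinetic read after compound addition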
CHO-K1 Ca antag = counter-screen for M1 antagonists: effect in parental CHO-K1 cells; ATP-induced calcium, Fluo-8 fluorescence; inhibition, % at 3 µM; 360,000 compounds, 0.6% hits;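 active = inhibition above a per-plate cutoff, the plate's mean sample inhibition plus 3 SD, cut at about 24% in these data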;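 note: 0% = DMSO plus EC80 ATP and 100% = DMSO alone without ATP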
CHO parental Ca = counter-screen for OX1R antagonists: effect in parental CHO cells; parental CHO-K1, ATP-induced calcium, Fluo-8 fluorescence; inhibition, % at 5.6 µM; 330,000 compounds, 0.63% hits;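 active = inhibition above that plate's mean sample inhibition plus 3 SD, cut at about 26% in these data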;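 note: 0% = ATP-challenged DMSO wells and 100% = DMSO wells without ATP; some compounds past the cut are filed as inactive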
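material = parental CHO cells | also added = ATP as calcium-mobilizing challenge | dosing = single point at 5.6 µM | detection = intracellular calcium via Fluo-8 no-wash fluorescent dye | read-out = % inhibition | benchmarks = low control ATP plus DMSO, high control DMSO only | repeats = one well per compound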
M1 PAM = human CHRM1 positive allosteric modulation. activation, % at 3 µM. AID 588819. 360,000 compounds, 0.088% hits. CHO-K1 hM1, Fluo-8 calcium fluorescence, ACh EC20; 0% = ACh EC20, 100% = maximal ACh; in the data active = activation above about 19%, passing the limit was not always enough
CHO-K1 Ca ag = counter-screen for M1 agonists: effect in parental CHO-K1 cells; Fluo-8 calcium fluorescence; scaled to maximal ATP response, vehicle zero; activation, % at 3 µM; 360,000 compounds, 0.48% hits; AID 602248; in the data active = activation above about 15%;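 note: untransfected CHO-K1 host cells lacking M1 receptor as counterscreen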
CHO-K1 Ca PAM = M1 PAM counterscreen hit in parental CHO-K1 cells; ATP EC20, Fluo-8 calcium fluorescence; 0% at ATP EC20, 100% at ATP max; 360,000 compounds, 0.02% hits; activation, % at 3 µM;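 active = activation above the run cutoff, the mean activation of all test compounds plus 3 SD, cut at about 40% in these data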;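 note: peak over basal fluorescence ratio in a 140 s read after ATP addition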
An asterisk follows results filed as active; . = no result given. Compounds were not picked by outcome, and some 4.4% of all compounds hit somewhere here.

SMILES	TAAR1 agonist	M1 antag	TAAR1 antag	M1 ag	CHO-K1 Ca antag	CHO parental Ca	M1 PAM	CHO-K1 Ca ag	CHO-K1 Ca PAM
CCC(C)[C@H](NC(=O)NCc1ccc(F)cc1)C(=O)O (stereo partly specified)	1	-13	-14	-3	-13	5	6	0.6	23
CN(CCC#N)C(=O)c1cc2c(s1)-c1ccccc1SC2	2	-10	3	-6	-12	-13	8	0.6	21
O=C(NCc1ccccc1)C1CCN(C(=O)Cc2ccccc2)CC1	3	-7	-27	-4	0	-1	2	0.2	5
O=C(COC(=O)c1c(F)cccc1Cl)NCC1CCCCC1	0	-10	8	-4	-9	12	7	5.0	4
NS(=O)(=O)c1ccc(CNC(=O)c2cc(=O)[nH]c3ccccc23)cc1	1	-5	-20	-3	-3	5	5	-0.1	-12
COc1ccc(NS(=O)(=O)c2cc(NC(=O)Cc3c(F)cccc3Cl)ccc2OC)cc1	6	5	48	-3	-7	5	-1	7.2	12
COc1ccccc1NC(=O)c1cc(-c2ccc(C)o2)nc2ccccc12	7	4	45	-2	-13	-27	-5	4.4	21
COc1ccc(N2CCN(C(=O)CCCn3c(=S)[nH]c4cc5c(cc4c3=O)OCO5)CC2)cc1	0	-11	-13	-5	-4	-28	12	-0.4	22
COc1cccc(/C=C/C(=O)OCC(=O)NC(=O)NC2CCCCC2)c1	10	-4	-20	-4	-1	-18	5	1.5	9
Cc1noc(NS(=O)(=O)c2ccc(N/C=C/C(=O)c3ccc(F)cc3)cc2)c1C	4	2	10	-4	-8	1	2	0.3	3
COc1ccc(NC(=O)CN(c2ccc([N+](=O)[O-])cc2)S(=O)(=O)c2ccccc2)c(OC)c1	0	-5	-7	-4	-1	-7	1	0.0	9
OC1(c2ccccc2)Cc2cccc[n+]2C1c1ccccc1 (stereo unspecified)	6	-2	-23	-5	-4	-15	2	0.6	17
CSc1ccc(C(C(C(=O)c2cccs2)N2CCOCC2)N2CCOCC2)cc1 (stereo unspecified)	2	-3	-3	-10	-1	-2	-4	-0.6	7
N#Cc1ccc(NC(=O)COC(=O)CNC(=O)C2CCCCC2)cc1	9	-12	10	-1	7	-7	-6	0.3	0
COc1ccccc1CNC(=O)C1CCCN(S(=O)(=O)c2cccc3cccnc23)C1 (stereo unspecified)	1	-4	-11	-3	12	-14	-2	0.9	-1
Cc1nn(-c2cccc(Cl)c2)c2nc(-c3ccco3)cc(C(=O)O)c12	-2	6	23	-3	-4	-4	7	0.1	14
Cc1ccc(S(=O)(=O)NC(=O)C2(C)CCN2C(=O)CCc2ccc(Cl)cc2Cl)nc1 (stereo unspecified)	1	-12	0	0	-2	.	9	-0.4	8
Cc1c(C(=O)NNC(=S)NCc2ccc(Cl)cc2)oc2ccccc12	3	-7	-8	0	-15	2	7	3.6	16
CCOCCCNCc1cccc(OCc2ccc(F)cc2)c1	7	-5	4	-7	1	-9	5	1.0	10
CCOC(=O)C1(C)CCCN(C(=O)c2cc(OC)c(OC)c(OC)c2)C1 (stereo unspecified)	3	-14	-14	1	-12	.	5	1.1	15
CCOc1ccc(N(CC(=O)N2CC=C(c3ccccc3)CC2)S(=O)(=O)c2c(C)noc2C)cc1	-1	-11	-7	-2	-7	-13	5	0.1	13
N#Cc1ccc(NC(=S)NCCN2CCOCC2)cc1	3	-5	-19	-3	-12	-3	4	0.6	14
CCCCC(=O)Nc1ccc(C(=O)NNC(=S)NC(=O)c2cccs2)cc1	0	-8	-26	-3	-15	-10	7	-0.6	27
COc1ccnc(Oc2ccc(F)cc2)c1C(=O)N/C=N/OCc1ccc(Cl)cc1Cl	35	3	63*	-2	-5	-10	0	4.9	22
N#Cc1c(NC(=O)c2cc(-n3cnnc3)ccc2Cl)sc2c1CCCC2	9	-29	7	-5	-6	-7	-2	4.6	16
Cn1cccc1C(=O)/C(C#N)=C/c1ccc(F)cc1	4	-20	0	0	-14	-13	12	0.9	15
Cn1nccc1C(=O)NC1CCCc2c1cnn2-c1ccc(F)cc1F (stereo unspecified)	1	32*	5	7	29*	45*	-9	11	-13
COc1cccc(-c2nn(-c3ccccc3)cc2CN(C)Cc2c(C)nc3ccccn23)c1	4	-9	10	-12	-2	-29	1	1.1	11
CCOP(=O)(c1ccc(N(C)C)cc1)C(O)c1ccc(Cl)cc1 (stereo unspecified)	6	4	2	-6	1	-7	3	-0.3	-4
O=C1OCCN1C(=O)[C@H]1[C@H](c2ccc([N+](=O)[O-])cc2)C(c2cccc(Cl)c2)=NN1c1ccccc1	1	1	-24	-2	-3	-16	10	4.4	7
CC(C)n1ncc2c(C(=O)N3CCN(c4ccc(F)cc4)CC3)cc(-c3ccccc3)nc21	-5	-10	-14	-3	-17	-26	7	0.2	14
O=C(NC1CCCCC1)[C@@H]1CSC2c3ccccc3C(=O)N21 (stereo partly specified)	1	-10	-6	1	-12	-11	8	2.4	-1
CC(=O)NS(=O)(=O)c1ccc(N=NN2CCCCCC2)cc1	4	4	4	-6	13	-10	4	-0.2	-10
O=C(N/N=C/c1ccc([N+](=O)[O-])s1)c1cccc(Br)c1	4	-11	-11	0	-3	3	9	0.1	-5
O=S(=O)(NCc1nnc2ccccn12)c1ccc(F)cc1	1	-5	-17	-3	3	.	7	1.6	3
CC(=O)Nc1ccc(NC(=O)CSC2=NS(=O)(=O)c3cc(Cl)ccc3N2)cc1	0	1	-6	-2	2	-6	1	0.5	-10
Cn1sc(NC(=O)c2ccccc2Cl)nc1=O	0	-9	22	-3	-3	-4	1	0.6	14
CCC(C)NC(=S)N(Cc1cc2cc(C)ccc2n2nnnc12)CC(C)(C)NC(C)C (stereo unspecified)	3	17	-8	-2	-1	-20	-10	-0.1	-14
CCCSc1ccc(C(=O)Nc2ccc(Cl)cc2)cn1	3	8	4	-8	5	22	-12	1.5	-6
O=C(NCc1ccco1)NC1CCCCC1	6	-24	9	-3	2	-2	5	0.3	6
COc1ccc2nc(C)cc(SCC(=O)N/N=C/c3ccccc3)c2c1	2	-8	-1	-8	-4	-19	5	0.7	22
O=C(Nc1cccc(C(F)(F)F)c1)c1csc([C@H]2C[C@H](O)[C@@H](CO)O2)n1	2	-15	-12	-1	16	.	8	0.8	-8
CCOC(=O)c1c(NC(=O)CSc2nc3ccc(OC)cc3[nH]2)sc2c1CC(C)(C)NC2(C)C	6	3	-9	-8	-9	0	1	3.8	13
CCOc1ccc(S(=O)(=O)NCc2csc(C)n2)cc1	9	0	-17	-1	-4	-12	-3	3.2	18
Cc1cc(=O)c2c(N(C)C)cccc2[nH]1	3	-13	-20	-5	-4	.	4	-0.2	2
C[C@H](CO)N1C[C@H](C)[C@@H](CN(C)S(C)(=O)=O)Oc2c(NC(=O)Nc3ccc4c(c3)OCO4)cccc2C1=O	1	-9	-3	-3	-5	-10	8	0.0	13
O=C(O)Cn1c(SCCOc2ccc(Cl)cc2)nc2ccccc21	2	-14	-3	-2	-12	.	15	-0.2	18
O=C1N(C2CCCC2)C[C@@H]2C[C@@H](c3cccn3-c3nccs3)N3CCC[C@@]123	4	11	0	-9	1	-8	-10	-0.1	4
O=C(C1CCCN(Cc2ccc([N+](=O)[O-])cc2)C1)N1CCCCC1 (stereo unspecified)	7	-10	-9	-8	5	-9	7	0.0	-5
COc1ccccc1C(=O)n1nc(-c2ccco2)nc1SC	5	5	-10	-2	6	12	0	-0.5	-13
O=c1[nH]cc(S(=O)(=O)c2ccccc2)[nH]1	0	1	4	-2	-10	-10	1	-0.2	8
CCCCN(C(=O)COC(=O)COc1c(C)cc(C)cc1C)c1c(N)n(CCC)c(=O)[nH]c1=O	2	-13	7	2	-5	-6	13	2.1	12
Nc1cccc(Oc2c(F)c(F)c(Oc3cccc(N)c3)c(F)c2F)c1	-1	-7	24	-6	-7	4	5	0.5	17
O=C(CSc1nnc(-c2ccc(O)cc2)o1)NNC(=O)c1ccncc1	0	-15	-5	1	-15	-7	16	-0.3	15
O=C(C[C@H]1C/C=C\C[C@H](Cc2ccc(F)cc2)C(=O)OCCNC1=O)NCCO	0	-7	4	-3	-11	-5	6	-0.1	0
CCCCNC(=O)COC(=O)c1cc(F)c(F)cc1Cl	2	2	3	-6	-8	-4	0	0.6	9
CS(=O)(=O)c1ncc(CO)n1Cc1ccccc1	3	-4	-1	-6	-3	-3	10	1.2	23
COC(=O)/C(C#N)=C/c1c(N2CCN(c3ccccc3)CC2)nc2c(C)cccn2c1=O	1	-9	-6	-2	-14	.	2	-0.2	0
COc1ccc(CNC(=O)Cn2cccc2C(=O)c2ccccc2)cc1	-1	-7	-3	-2	-11	-15	7	1.0	21
O=C(N=C1SC2CS(=O)(=O)CC2N1CCc1ccccc1)C1CC1 (stereo unspecified)	3	-10	-11	-1	-16	-15	8	1.3	18

Rewritten with two lines to a compound: part of the list above
Values run as follows: TAAR1 agonist, M1 antag, TAAR1 antag, M1 ag, CHO-K1 Ca antag, CHO parental Ca, M1 PAM, CHO-K1 Ca ag, CHO-K1 Ca PAM
> COc1ccc(CNC(=O)Cn2cccc2C(=O)c2ccccc2)cc1
 : -1, -7, -3, -2, -11, -15, 7, 1.0, 21
> CCCCN(C(=O)COC(=O)COc1c(C)cc(C)cc1C)c1c(N)n(CCC)c(=O)[nH]c1=O
 : 2, -13, 7, 2, -5, -6, 13, 2.1, 12
> O=C(C1CCCN(Cc2ccc([N+](=O)[O-])cc2)C1)N1CCCCC1 (stereo unspecified)
 : 7, -10, -9, -8, 5, -9, 7, 0.0, -5
> O=C1N(C2CCCC2)C[C@@H]2C[C@@H](c3cccn3-c3nccs3)N3CCC[C@@]123
 : 4, 11, 0, -9, 1, -8, -10, -0.1, 4

(further entries)
SMILES	TAAR1 agonist	M1 antag	TAAR1 antag	M1 ag	CHO-K1 Ca antag	CHO parental Ca	M1 PAM	CHO-K1 Ca ag	CHO-K1 Ca PAM
Cc1cc(C)c(C)c(S(=O)(=O)N[C@@H](C)C(=O)OCC(=O)NC2CCCC(C)C2C)c1C (stereo partly specified)	8	-10	7	-4	8	-18	11	-0.3	-23
O=C(O)CC/C(=C/c1cccc(NC(=O)c2ccccc2Cl)c1)c1nc2ccccc2s1	10	-2	45	3	-1	.	-2	1.2	-4
Fc1ccc(-n2c(-c3cc(C4CC4)[nH]n3)n[nH]c2=S)cc1Cl	14	-13	-31	-2	1	-4	18	0.4	-2
CCOC(=O)C1=C(c2ccccc2)NC(SCC(=O)Nc2ccccc2C)=C(C#N)C1c1ccco1 (stereo unspecified)	13	3	2	-3	-2	-1	0	1.0	7
COC(=O)C1=NN(c2ccc(C)cc2)C2(S1)SC(C(C)=O)=C(C)N2c1ccccc1 (stereo unspecified)	10	-3	4	-5	-1	-4	-1	0.6	-3
O=C(CNC(=O)Cc1ccccc1)NCC(=O)OCC(=O)c1ccc(F)cc1	12	-6	3	-2	-7	-11	1	0.1	12
Fc1cccc(-c2c(-c3ccccc3)ncc3cc(F)ccc23)c1	23	19	72*	-5	-10	-31	-10	0.1	7
